esBAF inh – Bmi1 luciferase reporter increase in mESCs, primary screen, esBAF inhibitor project, mouse ES cells, Bmi1 luciferase knock-in, single point; 24 h; 100% = twice the neutral-well signal; reporter increase, % at 12.5 µM; 350,000 tested, 2% active; AID 602393, 2012; in the data active = activation above about 40%;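 also: 0% = median of the plate's neutral control wells and 100% = double that signal; a rise in the Bmi1 reporter signal indicates esBAF inhibition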
Statin myotox sup – suppressors of statin myotoxicity in C2C12 myotubes, primary screen, cell-based, single point, plate reader; C2C12 myotubes + simvastatin, ATP luminescence, 48 h; scaled: DMSO 0, geranylgeraniol control 100; rescue of ATP level, % at 7.49 µM; 330,000 tested, 0.78% active;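 active = mean ATP rescue above about 67%, or every replicate alone reaching that limit, limit read from the data, passing the limit was not always enough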;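 also: myotubes were challenged with 10 µM simvastatin during compound exposure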
S100A4 inh HTS – inhibitors of S100A4-myosin IIA peptide binding, primary screen, biochemical, fluorescence polarization, TAMRA-MyoIIA peptide; Protein S100-A4 (Homo sapiens), P26447; inhibition, % at 10.7 µM; 360,000 tested, 0.14% active; AID 652163, 2013;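 active = mean inhibition of at least 70% across replicates, with every replicate also reaching that level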
Target sequence (P26447 whole entry, looked up): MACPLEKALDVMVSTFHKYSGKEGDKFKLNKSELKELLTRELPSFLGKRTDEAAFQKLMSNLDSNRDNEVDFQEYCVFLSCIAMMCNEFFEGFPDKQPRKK
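System – human S100A4 monomer protein, biochemical binding assay · Buffer or medium – Calcium-containing HEPES buffer, pH 7.2 · Timing – 5 min between mix addition and reading · Also added – TAMRA-labelled myosin IIA heavy-chain peptide probe, 5 nM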
SIRT5 block – SIRT5 desuccinylase inhibitors, primary screen, biochemical, fluorescence imaging, single point, set 5 | NAD-dependent protein deacylase sirtuin-5, mitochondrial (Homo sapiens), Q9NXA8 | Purified SirT5, succinyl-peptide AMC, trypsin-coupled fluorescence | inhibition, % at 15 µM | 330,000 tested, 1.1% active; in the data active = inhibition above about 15%
Target sequence (Q9NXA8 whole entry, looked up): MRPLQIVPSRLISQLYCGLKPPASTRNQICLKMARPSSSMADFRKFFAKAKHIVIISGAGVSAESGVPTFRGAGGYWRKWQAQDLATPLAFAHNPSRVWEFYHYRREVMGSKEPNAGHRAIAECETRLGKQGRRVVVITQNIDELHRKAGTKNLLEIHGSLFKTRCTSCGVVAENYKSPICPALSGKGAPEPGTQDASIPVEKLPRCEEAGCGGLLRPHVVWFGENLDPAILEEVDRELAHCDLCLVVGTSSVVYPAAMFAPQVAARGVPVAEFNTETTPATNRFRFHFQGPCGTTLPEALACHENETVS
CASP6 VEID inh – human caspase-6 inhibitors, primary screen, biochemical, VEID-R110 fluorescence, single point, set 2; P55212; purified caspase-6, Z-VEID-R110 cleavage fluorescence; inhibition, % at 12.5 µM; 350,000 tested, 0.53% active;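 active = mean inhibition across replicates at least about 35%, with every replicate also reaching that limit, limit read from the data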;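 also: 0% = median of neutral control wells and 100% = no fluorescence left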
Target sequence (P55212 24-179 limits assumed): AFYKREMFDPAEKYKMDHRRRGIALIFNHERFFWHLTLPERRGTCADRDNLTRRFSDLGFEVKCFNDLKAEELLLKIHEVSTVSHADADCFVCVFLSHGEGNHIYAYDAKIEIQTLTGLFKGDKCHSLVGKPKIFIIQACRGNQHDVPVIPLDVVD
Target sequence (P55212 194-293 limits assumed): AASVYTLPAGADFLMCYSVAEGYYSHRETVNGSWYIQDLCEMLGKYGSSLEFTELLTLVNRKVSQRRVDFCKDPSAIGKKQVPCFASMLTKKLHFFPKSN
LGR2 antag – inhibitors of bursicon-induced LGR2 CRE-luciferase signal, primary screen, cell-based, HEK293, CRE-luciferase reporter, bursicon stimulation. bursicon-stimulated, 4 h. inhibition, % at 9.99 µM. 380,000 tested, 0.35% active;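 active = drop in luminescence signal, shown as inhibition above about 50% in the replicate tests, limit read from the data, passing the limit was not always enough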;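 also: agonist challenge used bursicon conditioned medium at about half maximal strength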
FN deposit inh – inhibitors of fibronectin matrix deposition, primary screen, AH1F cells, Alexa488-fibronectin fluorescence, plate reader | inhibition, % at 12.6 µM | AH1F fibroblasts, overnight | 350,000 tested, 0.086% active;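 active = mean inhibition across replicates of 30% or more, regardless of how many single replicates reach that level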;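 also: positive control wells lacked labelled fibronectin entirely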
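test system = AH1F fibroblasts assembling fluorescent fibronectin matrix | quantity = 10000 AH1F cells per well | buffer or medium = DMEM plus 2% serum, read in PBS | doses = single dose, pinned | incubation = 1 h cell attachment, overnight exposure to compound and label | detection = fluorescence at 485 nm excitation, 525 nm emission | read-out basis = inhibition from reduced deposited-fibronectin fluorescence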
An asterisk follows results filed as active; x = not tested or not shown; & = joins results of further samples. This is a subset; rates above refer to the full screens.

The opening 2 records, ahead of the listing:
structure	esBAF inh	Statin myotox sup	S100A4 inh HTS	SIRT5 block	CASP6 VEID inh	LGR2 antag	FN deposit inh
CCOc1cc(/C=N/O)ccc1OCC(=O)Nc1cccc(C)c1	x	x	2	-4	1	x	8
CC1(Cc2ccccc2OC(F)(F)F)C(=O)Nc2c(Cl)ccc(Cl)c21 (configuration not stated)	-10	5	-6	3	3	13	1

Results (from the top)
structure	esBAF inh	Statin myotox sup	S100A4 inh HTS	SIRT5 block	CASP6 VEID inh	LGR2 antag	FN deposit inh
CCOc1cc(/C=N/O)ccc1OCC(=O)Nc1cccc(C)c1	x	x	2	-4	1	x	8
CC1(Cc2ccccc2OC(F)(F)F)C(=O)Nc2c(Cl)ccc(Cl)c21 (configuration not stated)	-10	5	-6	3	3	13	1
CCCCCCCCNS(=O)(=O)CCNC1CCCCC1	4	-27	23	-2	4	-7	-9
CC(C)CC#Cc1cnc2c(c1)C(=O)N([C@H](C)CO)C[C@H](C)[C@@H](CN(C)C(=O)c1ccc3c(c1)OCO3)O2	3	4	5	1	2	1	x
CCN(CC)CC(=O)Nc1sc(C)cc1C(=O)c1ccccc1	-2	4	-4	-3	0	9	1
O=C(c1ccc2c(c1)OCCO2)C1CCN(C(=O)c2ccc(F)c(F)c2)CC1	0	7	x	x	x	x	3
CN(Cc1c(C(=O)N/N=C/c2ccccc2)nnn1-c1nonc1N)C1CCCCC1	-1	3	4	1	1	14	2
COc1cc(/C=C(/C#N)c2nc3ccccc3[nH]2)ccc1OCC(=O)Nc1ccccc1C	-10	-2	4	7	-6	-3	x
Cc1cc(C)c(OCC(=O)OCC(=O)N2CCc3ccccc3C2)c(C)c1	1	1	1	2	-1	-13	3
O=CNc1cc(-c2ccc(C(=O)NC3CC3)cc2)cn2c(-c3ccc(F)cc3)cnc12	4	-11	2	x	1	6	x

The results go on:
structure	esBAF inh	Statin myotox sup	S100A4 inh HTS	SIRT5 block	CASP6 VEID inh	LGR2 antag	FN deposit inh
Cc1ccc(S(=O)(=O)NCc2cccnc2)cc1C	3	6	-3	-5	-1	18	1
O=C(O)CC1S/C(=N/N=C/C=C/c2ccccc2)NC1=O (configuration not stated)	x	x	7	12	3	4&-8	1&2
C[C@@H]1CN([C@@H](C)CO)C(=O)c2cc(-c3ccncc3)cnc2O[C@@H]1CN(C)S(=O)(=O)c1ccc(F)cc1	-6	-2	1	-3	2	26	x
O=C(NCc1cccs1)c1cccnc1SCCS(=O)(=O)c1ccc(C(F)(F)F)cn1	x	x	-3	0	-1	7	-9
Cc1nnc(SCC(=O)N2CCN(Cc3ccccc3)CC2)s1	-2	10	-5	2	-1	8	x
O=C(NC1=NCCS1)c1ccccc1OCc1ccccc1Cl	x	x	-2	0	0	x	3
COc1cccc(C#Cc2ccc3c(c2)O[C@H](CN(C)C)[C@H](C)CN([C@H](C)CO)S3(=O)=O)c1	-6	-50	0	-5	2	15	x
CCC(=O)N1C[C@@H](C)[C@@H](OC)CN(C)C(=O)c2ccc(NC(=O)COC)cc2OC[C@H]1C	-1	-9	-31	-6	4	-4	-14
Cc1nnc(NC(=O)CC(CN(C)S(=O)(=O)c2ccccc2)c2ccccc2)s1 (configuration not stated)	5	-13	0	2	3	2	1
COc1cc(F)cc(C2=CC(=O)C[C@H](c3ccc(F)cc3)C2)c1	2	5	-7	x	3	7	0

Continuation.
structure	esBAF inh	Statin myotox sup	S100A4 inh HTS	SIRT5 block	CASP6 VEID inh	LGR2 antag	FN deposit inh
CCOC(=O)N1CCN(C(=O)c2ccc(Cn3c(=S)[nH]c4cc(C(=O)OC)ccc4c3=O)cc2)CC1	4	13	1	3	4	0	-12
COc1ccc(C2CC(=O)Nc3n[nH]c(-c4ccccc4)c32)cc1OC (configuration not stated)	x	x	1	-7	2	17	-2
Cn1c(=O)c2c(nc(CN3CCCCC3)n2Cc2c(F)cccc2Cl)n(C)c1=O	3	-10	-1	-2	-1	5	-5
O=C(COC(=O)c1ccccn1)Nc1cccc(Cl)c1Cl	-8	4	x	x	x	x	6
Cc1cc(NC(=O)CSc2nc3ccc(Cl)cc3[nH]2)no1	-7	0	x	x	x	x	3
CCCNC(=O)N1CC(=O)N2[C@H](CO)[C@@H](c3ccc(C#Cc4cccc(OC)c4)cc3)[C@H]2C1	x	x	-10	1	2	6	-20
CCOC(=O)c1[nH]c2c(c1C)C(=O)CC(c1ccc(N(C)C)cc1)C2 (configuration not stated)	51*	4	-2	x	2	-10	-21
C[C@@H]1CN([C@@H](C)CO)C(=O)c2cc(NS(=O)(=O)c3ccc(F)cc3)ccc2O[C@@H]1CN(C)C(=O)NC1CCCCC1	-11	-19	0	1	6	-13	-5
CCOC(=O)c1cccc(S(=O)(=O)N2CCCC2)c1	x	x	-4	-3	6	x	3
O=C(NNc1nc2c(F)cccc2s1)c1ccccc1	2	0	0	0	-4	32	2

Other compounds:
structure	esBAF inh	Statin myotox sup	S100A4 inh HTS	SIRT5 block	CASP6 VEID inh	LGR2 antag	FN deposit inh
CCOc1cccc2cc(C(=O)NCCC3=CCCCC3)c(=O)oc12	x	x	-5	-2	2	-42	-8
O=S(=O)(/C=C/c1cccc(Br)c1)N1CCOCC1	3	10	-4	-5	0	-3	2
C=CCC(C=C)S(=O)(=O)c1ccc(C)cc1 (configuration not stated)	-5	2	x	x	x	x	3
Cc1ccc(S(=O)(=O)N2CCCC(CCC(=O)NCc3ccccc3F)C2)s1 (configuration not stated)	x	x	-2	-3	3	-12	3
C[C@@H]1CN([C@H](C)CO)S(=O)(=O)c2ccc(-c3ccccc3)cc2O[C@@H]1CN(C)C(=O)CN(C)C	-3	-29	17	-4	1	-17	-3
S=C(NCCc1ccccc1)NN=C1CCCCCC1	x	x	-3	1	-3	-2	-11
C[C@H]1CN([C@@H](C)CO)C(=O)c2cccc(NS(=O)(=O)c3cccs3)c2O[C@@H]1CN(C)Cc1ccc(Oc2ccccc2)cc1	-6	83*	10	-1	1	-22	-10
C[C@@H]1CN([C@H](C)CO)C(=O)Cc2cc(NC(=O)C3CCCCC3)ccc2O[C@H]1CN(C)Cc1ccc(C(=O)Nc2ccccc2N)cc1	x	x	9	8	1	2	1
C[C@H]1CN([C@@H](C)CO)C(=O)c2cccc(NS(=O)(=O)c3ccc(Cl)cc3)c2O[C@H]1CN(C)Cc1ccccc1	2	-4	-2	-1	1	-7	x
O=C(CSc1ccc2nnc(CCNC(=O)c3ccccc3)n2n1)NC1CCCC1	-3	0	4	0	-2	3	0

Some of these compounds in order of the S100A4 inh HTS value, ascending.
mol | esBAF inh | S100A4 inh HTS | SIRT5 block | CASP6 VEID inh | LGR2 antag
O=S(=O)(/C=C/c1cccc(Br)c1)N1CCOCC1 | 3 | -4 | -5 | 0 | -3
S=C(NCCc1ccccc1)NN=C1CCCCCC1 | x | -3 | 1 | -3 | -2
C[C@H]1CN([C@@H](C)CO)C(=O)c2cccc(NS(=O)(=O)c3ccc(Cl)cc3)c2O[C@H]1CN(C)Cc1ccccc1 | 2 | -2 | -1 | 1 | -7

(continued)
structure	esBAF inh	Statin myotox sup	S100A4 inh HTS	SIRT5 block	CASP6 VEID inh	LGR2 antag	FN deposit inh
Nn1c(SCC(=O)N2CCOCC2)nnc1C1CC1	-10	1	-1	x	0	4	x
COc1ccc2ccccc2c1-c1c(OC)ccc2ccccc12	x	x	23	-2	-2	x	x
CN1CCN(NC(=O)/C=C/c2cccc([N+](=O)[O-])c2)CC1	-5	11	21	-4	-5	15	6
O=[N+]([O-])c1cccc2cnccc12	-14	2	-3	x	-4	11	13
C[C@H](CO)N1C[C@H](C)[C@H](CN(C)C)Oc2c(NS(=O)(=O)c3ccc(F)cc3)cccc2C1=O	-5	2	-1	-2	1	14	3
CN(C)CC(=O)N1[C@@H](C#N)[C@H](c2ccc(-c3cccc(C(=O)N(C)C)c3)cc2)[C@@H]1CO	0	-17	7	-1	1	8	x
CCn1c(CNC(=O)c2ccc(Cl)cc2)nnc1SCC(=O)N1CCOCC1	-1	-11	9	-1	-3	13	-5
OCCN1CCN(CC(O)COc2ccc(-c3ccccc3)cc2)CC1 (configuration not stated)	23	-19	x	x	x	x	9
C[C@H](CO)N1C[C@H](C)[C@H](CN(C)CC2CCCCC2)Oc2ccc(NS(=O)(=O)c3ccccc3)cc2CC1=O	0	-22	-3	2	3	0	x
CC(C)NC(=O)Nc1ccc2c(c1)CC(=O)N([C@@H](C)CO)C[C@@H](C)[C@@H](CN(C)S(=O)(=O)c1cn(C)cn1)O2	-1	6	-3	-6	2	-9	x

Continued:
structure	esBAF inh	Statin myotox sup	S100A4 inh HTS	SIRT5 block	CASP6 VEID inh	LGR2 antag	FN deposit inh
O=C(CC1C(=O)NCCN1Cc1ccc(-c2ccccc2)cc1)NCC1CC1 (configuration not stated)	x	x	3	-1	-2	7	-3
O=C(Cn1nnc(-c2ccccc2Cl)n1)Nc1cccc(S(=O)(=O)N2CCCC2)c1	12	-1	-6	0	0	6	0
Cc1ccc(S(=O)(=O)N(C)C[C@@H]2Oc3ccc(NS(=O)(=O)c4ccc(F)cc4)cc3CC(=O)N([C@H](C)CO)C[C@@H]2C)cc1	-1	12	-8	10	-1	12	x
CCOC(=O)N1CCC(NC(=O)C(CC(C)C)NC(=O)C2CCC(C)CC2)CC1 (configuration not stated)	-6	-10	x	x	x	x	1
CN(Cc1nc2ccccc2n1C)S(C)(=O)=O	-3	16	x	x	x	x	7
CCOc1cc(CN2CCN(CCc3ccccc3)C(CCO)C2)ccc1OC (configuration not stated)	x	x	-5	1	x	-4	x
CNC[C@H]1OCCCC[C@@H](C)Oc2ccc(N)cc2C(=O)N([C@@H](C)CO)C[C@@H]1C	-5	-6	-5	1	-1	12	-5
Cc1c(NC(=O)c2cc(-c3ccc(F)cc3)on2)c(=O)n(-c2ccccc2)n1C	-3	-5	-8	-3	0	11	-2
C[C@@H]1CCCCO[C@H](CN(C)C(=O)Cc2ccccc2)[C@H](C)CN([C@H](C)CO)C(=O)c2cc(NC(=O)c3ccncc3)ccc2O1	-5	x	19	6	-3	21	x
CCOC(=O)/N=C(/NC(=O)Nc1ccc(C(=O)OCC)cc1)OC	5	-11	x	x	x	x	11

Following part:
structure	esBAF inh	Statin myotox sup	S100A4 inh HTS	SIRT5 block	CASP6 VEID inh	LGR2 antag	FN deposit inh
COc1cc(OC)c(/C=N/NC(=O)c2ccc(NC(C)=O)cc2)cc1Br	x	x	-1	-6	1	0	-7
Cc1ccc(C(c2c(C)[nH][nH]c2=O)c2c(C)[nH][nH]c2=O)cc1[N+](=O)[O-]	-9	6	x	x	x	9	10
O=C(Nc1ccc2c(c1)OCO2)N1CCN(c2cccc(C(F)(F)F)c2)CC1	16	11	x	x	x	x	7
COc1cccc(NC(=S)NNC(=O)Cn2nc([N+](=O)[O-])cc2C)c1	1	-14	3	2	0	1	5
C[C@@H]1CN([C@H](C)CO)C(=O)c2cc(NC(=O)c3ccncc3)ccc2O[C@H]1CN(C)S(=O)(=O)c1cn(C)cn1	-4	22	7	2	-5	-2	-6
